SENP1 inh – human SENP1 catalytic domain inhibitors, primary screen, biochemical, FRET, uHTS; Sentrin-specific protease 1 (Homo sapiens), Q9P0U3; recombinant SENP1 catalytic domain, CyPet-SUMO1-YPet FRET cleavage; inhibition, % at 10 µM; hit rate 0.21% among 360,000; AID 624204, 2012;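 active = inhibition at least 30% at 10 µM, raw YFP signal under a set limit, fluorescence ratio 0.5 to 1.5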;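 note: 0% = enzyme with DMSO and 100% = no enzyme wells; some results filed as inactive read as strong as hits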
Target sequence (Q9P0U3 419-644 limits assumed): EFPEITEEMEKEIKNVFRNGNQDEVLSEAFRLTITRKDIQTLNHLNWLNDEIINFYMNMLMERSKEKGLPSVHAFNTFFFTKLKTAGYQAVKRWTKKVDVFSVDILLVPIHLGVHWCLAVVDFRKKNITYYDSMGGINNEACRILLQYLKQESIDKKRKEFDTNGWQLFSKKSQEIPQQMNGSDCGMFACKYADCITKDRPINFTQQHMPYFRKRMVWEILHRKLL
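Material – human SENP1 catalytic domain · Input – SENP1 enzyme, 20 pM final · Compound dosing – single concentration of 10 µM compound, 0.5% DMSO final · Timing – enzyme reaction for 50 min at room temperature, dark · Measured by – FRET fluorescence in CFP and YFP emission channels · Control set – no-enzyme wells low, DMSO-plus-enzyme wells high control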
SENP8 block – human SENP8 protease inhibitors, primary screen, biochemical, fluorescence, Nedd8 protein substrate, uHTS; Sentrin-specific protease 8 (Homo sapiens), Q96LD8; recombinant SENP8; inhibition, % at 20 µM; hit rate 0.64% among 360,000; in the data active = inhibition mostly above about 40%, no sharp cut-off; inactive = mostly below about 27%
Target sequence (Q96LD8 whole entry, looked up): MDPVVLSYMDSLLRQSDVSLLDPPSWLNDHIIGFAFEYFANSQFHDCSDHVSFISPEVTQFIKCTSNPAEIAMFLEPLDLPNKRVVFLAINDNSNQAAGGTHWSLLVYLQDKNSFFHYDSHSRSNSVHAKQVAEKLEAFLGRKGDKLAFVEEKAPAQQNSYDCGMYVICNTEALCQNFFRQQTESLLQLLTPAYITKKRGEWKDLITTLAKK
The depositor's hits bear a star.

no.	canonical_smiles	SENP1 inh	SENP8 block
1	Cc1ccccc1-c1cnc(C(O)c2cc(Cl)cc(Cl)c2)[nH]1 (stereo not drawn)	-1	4
2	COc1ccc(C2CC(c3cccc(OC)c3)=NN2c2ccc(S(N)(=O)=O)cc2)cc1 (stereo not drawn)	-108	-350
3	CCOC(=O)[C@]12CCCC=C1N(Cc1cccc3ccccc13)C(=O)[C@H](CC(=O)N1CCCC1)C2	4	17
4	COc1cc(/C=C/CNC[C@H]2O[C@@H](n3cnc4c(=O)[nH]c(N)nc43)[C@H](O)[C@@H]2O)ccc1O	-6	27
5	Cc1nc2nc(C)c(C)nc2nc1C	2	-34
6	CC(=O)Nc1cccc(-c2ccnc3c2CC(C(=O)NCC2CCOCC2)O3)c1 (stereo not drawn)	-1	22
7	CCCCN1C(=O)C(=O)NC[C@@H]1Cc1ccc(O)cc1	-3	2
8	CNc1cc(-c2ccc(O)cc2C)ncn1	1	-6
9	COc1ccccc1-c1cnc(C(O)c2c(C)cc(C)cc2C)[nH]1 (stereo not drawn)	-1	6
10	Cc1cccc(C)c1-n1nnnc1C(CCc1ccccc1)N1CCN(C/C=C/c2ccccc2)CC1 (stereo not drawn)	3	24
11	CC(C)c1ccc(NC(=O)c2cc(-c3cc(F)ccc3OCC3CCCO3)n[nH]2)cc1 (stereo not drawn)	-3	-3
12	COc1ccccc1Cc1c(-c2ccc(OC)c(OC)c2)nc2cc(C)c(Br)c(C)n12	-11	-15
13	CC1(C(=O)NS(=O)(=O)c2ccccc2Cl)CCN1C(=O)CC1CCCCC1 (stereo not drawn)	3	21
14	CCc1nc2ccc(C(=O)N3CCN(S(=O)(=O)CC)CC3)cn2c1N(CC)CCN(C)C	-45	2
15	CNc1nc(NCCOc2ccccc2)c2sccc2n1	-1	-31
16	Cc1cc(C(=O)N2CCC2(C)C(=O)O)c(C)o1 (stereo not drawn)	-13	0
17	CCN1CCN(C(c2ccccc2)c2nnnn2C(C)(C)C)CC1 (stereo not drawn)	1	18
18	CC(=O)Nc1ccc(NC(=O)c2ccc(-c3ccnn3C)c3ccoc23)cc1	-1	-6
19	CCOC(=O)C1(C)CCCN(C(=O)c2ccc(C)c(F)c2)C1 (stereo not drawn)	2	17
20	Cc1noc(C)c1-c1ccc(C(=O)Nc2ccccc2)c2occc12	-2	6
21	COC(=O)c1ccc2nc(-c3ccc(OC)c(OC)c3)c(Cc3ccc(OC)cc3C)n2c1	-21	-372
22	CC[C@H]1O[C@H](C)CC2=C1C(=O)OC(C)(C)O2	1	19
23	CCCNC(=O)C1(C)CCN(Cc2cc(C)n(C)n2)C1 (stereo not drawn)	2	11
24	N#Cc1ccc(NC(=S)N2CCC3CC2c2cc(-c4ccc5c(c4)OCO5)ccc23)cc1 (stereo not drawn)	10	11
25	COC(=O)c1ccc(Cn2c(C)c(C(=O)NCc3cccc([N+](=O)[O-])c3)sc2=O)o1	-1	1

Pulled by compound from the entries so far:
no.	canonical_smiles	SENP1 inh	SENP8 block
21	COC(=O)c1ccc2nc(-c3ccc(OC)c(OC)c3)c(Cc3ccc(OC)cc3C)n2c1	-21	-372
12	COc1ccccc1Cc1c(-c2ccc(OC)c(OC)c2)nc2cc(C)c(Br)c(C)n12	-11	-15
7	CCCCN1C(=O)C(=O)NC[C@@H]1Cc1ccc(O)cc1	-3	2

More compounds follow.
no.	canonical_smiles	SENP1 inh	SENP8 block
26	C=CCNc1nc(-c2sc(NC(=O)C(C)(C)C)nc2C)c(-n2cc(-c3ccccc3)nn2)s1	-3	-43
27	COCCNc1nc(Nc2ccccc2Cl)c2sccc2n1	3	-357
28	CCOC(=O)[C@]12CCC=C1N(Cc1ccco1)C(=O)[C@H](CC(=O)N1CCSCC1)C2	-2	13
29	COc1ccc(C(C)(NC(C)=O)c2nc(-c3cccc(C(=O)O)c3)cs2)cc1 (stereo not drawn)	3	7
30	Cc1ccc(S(=O)(=O)N2CCC(=O)N([C@H](COCc3cccc(C)c3)C(C)C)CC2)cc1	0	8
31	O=C(Nc1cccc(C(=O)N2CCOCC2)c1)C1CCCCC1	1	6
32	CCOC(=O)C1(C)CCN1C(=O)c1ccc2c(c1)CCO2 (stereo not drawn)	2	6
33	COCCNc1nc(NCCNC(C)=O)c2sc(-c3ccccc3)cc2n1	-2	-300
34	O=C1NC[C@@H](CCCCN2C[C@H](Cc3ccc(O)cc3)N(Cc3ccccc3)C(=O)C2=O)N(CCc2ccc(O)cc2)C1=O	1	8
35	CCCC(=O)N1CCCC1(C)C(=O)NCCc1ccccn1 (stereo not drawn)	2	-1
36	CCOC1=C2CN(S(=O)(=O)c3ccc(C)cc3)[C@@H](c3ccccc3)C[C@H]2[C@H]2C(=O)N(c3ccccc3)C(=O)[C@H]2C1	19	8
37	O=C(NCc1ccccc1Cl)[C@H]1CCCN1C(=O)[C@H]1CCCN1C(=O)c1ccccc1	1	15
38	CCCNC(=O)C1(C)CCN(C(=O)c2cccc(OC(F)(F)F)c2)C1 (stereo not drawn)	4	8
39	Cc1ccc(-c2csc(C(O)c3cccc(Cl)c3)n2)cc1C (stereo not drawn)	0	9
40	CC1(Oc2cnc(Cl)c3ccccc23)CCN(Cc2ccc(OC(F)(F)F)cc2)C1 (stereo not drawn)	-5	-254
41	Cc1cc(Br)cn2c(Cc3ccccc3C(F)(F)F)c(-c3cccc(Br)c3)nc12	3	0
42	CN(C)CCNc1ncnc2c1ncn2[C@H]1CN(Cc2cccs2)C[C@@H](CO)O1	-2	14
43	c1ccc(Cc2c(-c3ccco3)nc3c4ccccc4ccn23)cc1	-15	-342
44	Cc1ccc(Cc2c(C3CCCCC3)nc3ccc(C)cn23)cc1	-1	-308
45	Cc1ccc(S(=O)(=O)N2C[C@H]3C(=O)C[C@@H](c4ccc(Cl)cc4)N(S(=O)(=O)c4ccc(C)cc4)[C@H]3C[C@H]2c2ccccc2)cc1	0	14
46	COc1cccc(CNc2nc3cc(C(C)=C(C)C)sc3c(=O)n2C)c1	-16	-107
47	COc1cccc(CNc2nc3cc(-c4cccc(Cl)c4)sc3c(=O)n2C)c1	-1	-168
48	CC(=O)Nc1cc(-c2ccc(S(C)(=O)=O)cc2)cn2c(-c3ccc(F)c(Cl)c3)cnc12	-10	-344
49	O=C1NC(=S)SC1=Cc1ccccc1C(=O)O	0	21
50	O=C(NCCc1ccccc1)c1cccc2c(-c3ccc(F)c(F)c3)coc12	-1	9

One compound at a time (already shown).
Listed for Cc1ccc(S(=O)(=O)N2CCC(=O)N([C@H](COCc3cccc(C)c3)C(C)C)CC2)cc1 → SENP1 inh = 0; SENP8 block = 8
Listed for COc1ccc(C2CC(c3cccc(OC)c3)=NN2c2ccc(S(N)(=O)=O)cc2)cc1 (stereo not drawn) → SENP1 inh = -108; SENP8 block = -350

(listing goes on)
no.	canonical_smiles	SENP1 inh	SENP8 block
51	Cc1ccc(S(=O)(=O)N2CCC(=O)N([C@H](COCc3ccc(C(F)(F)F)cc3)C(C)C)CC2)cc1	-2	9
52	CC(=O)N1CCC(C(=O)N2c3ccccc3N=C(c3ccc(C(F)(F)F)cc3)C2C(=O)NC(C)C)CC1 (stereo not drawn)	4	-156
53	CC1=C(C(=O)N(C(C)C)C(C)C)CC(CC(=O)NCCCN(C)C)C(=O)N1Cc1ccccc1 (stereo not drawn)	1	16
54	CC(C)(C)NC(=O)C(c1ccccc1)n1c(=O)c(-c2cc3ccccc3[nH]2)nc2ccccc21 (stereo not drawn)	-18	-411
55	CC(C)C[C@H]1CN(CCCC[C@@H]2CNC(=O)C(=O)N2CCc2ccccc2)C(=O)C(=O)N1CCC1CCCCC1	0	19
56	OC(c1ccccc1)(c1nc(-c2ccc3c(c2)OCO3)cs1)C(F)(F)F (stereo not drawn)	1	0
57	COC(=O)N1CCCCC1c1cc(C(=O)Nc2ccc3c(c2)OCO3)no1 (stereo not drawn)	1	12
58	OC(c1ccco1)c1nc(-c2cccs2)cs1 (stereo not drawn)	5	4
59	Cn1ccc2c(N(Cc3ccccc3)Cc3ccccc3)cc3c(c21)C1CCC3O1 (stereo not drawn)	-6	-377
60	C=C1CCCC2OC(CC3=CC4/C(C)=C/CC(C)CC(/C=C(\C)C(O)C5CC(O)C(O)C(CCC(O)/C=C/C(C)=C/CCC6=NCCC(C3)C64C)O5)OC(=O)CC3OC(C(O)C1)C(O)C3O)CC(O)C2O (stereo not drawn)	-12	7
61	COc1ccc(CN2CCC2(C)C(=O)NCCNC(C)=O)c2ccccc12 (stereo not drawn)	2	10
62	OCc1ccc(-c2ccc3nccn3c2)cc1	-3	-34
63	COc1ccc(C(C)C)cc1-c1ccc2nncn2c1	0	5
64	COc1cc(C(O)c2nc(-c3ccc(C)c(C)c3)cs2)ccc1F (stereo not drawn)	3	3
65	CCOC1=C2CN(S(=O)(=O)c3ccc(C)cc3)C(c3cccc(Cl)c3)CC2N(S(=O)(=O)c2ccc(Cl)cc2)C(c2ccccc2)C1 (stereo not drawn)	1	28
66	CC(C)C[C@H]1CN(CCCC[C@H]2CNC(=O)C(=O)N2Cc2ccccc2)C(=O)C(=O)N1CCC1CCCCC1	3	12
67	CCOC(=O)C1=C[C@@H](CC)N(S(=O)(=O)c2ccc(C)cc2)[C@H]1c1cccc(Cl)c1	1	18
68	CCOC1=C2[C@@H](CN(S(=O)(=O)c3ccc(C)cc3)[C@H]2c2ccc(Cl)cc2)[C@H]2C(=O)N(c3ccccc3)C(=O)[C@H]2C1	7	11
69	Cc1ccc(S(=O)(=O)N2CC[C@H]3[C@@H](C2)C(=O)C[C@@H](c2ccccc2)N3S(=O)(=O)c2ccc(C)cc2)cc1	1	20
70	Cc1cc(F)cc(-c2cc(C(=O)NCc3cccc(Cl)c3)[nH]n2)c1	-2	19
71	CCOC(=O)C1=CCN(S(=O)(=O)c2ccccc2)C1c1ccc(Cl)cc1 (stereo not drawn)	2	12
72	COc1ccc(OCCNC(=O)C2(C)CCN2Cc2ccc(SC)cc2)cc1 (stereo not drawn)	2	13
73	O=C(NCc1ccc(F)cc1)c1cc(C2CCCCN2S(=O)(=O)c2ccccc2)on1 (stereo not drawn)	1	6
74	COC(=O)C1=CN(c2ccc(F)cc2)C(N)=C(C#N)C1c1ccc(-c2ccccc2)cc1 (stereo not drawn)	-8	-191
75	COc1ccc(NC(=O)C2(C)CCN2Cc2ccccc2Cl)cc1OC (stereo not drawn)	0	9

Results in sequence from the entries so far:
Nos. 61–64 in SENP1 inh, in turn: 2, -3, 0, 3

(continued)
no.	canonical_smiles	SENP1 inh	SENP8 block
76	O=S(=O)(c1ccccc1)n1cc(-c2cccc3nccn23)c2ccccc21	-42	-170
77	CCN(CC)C(=O)c1cccc(-c2csc(C(C)(O)c3ccccc3)n2)c1 (stereo not drawn)	2	0
78	O=C(Nc1ccc2c(c1)OCCO2)C1c2ccccc2OCC(=O)N1CC(F)(F)F (stereo not drawn)	4	14
79	COc1ccc(OC(F)(F)F)cc1CC1(C)C(=O)Nc2c(Cl)ccc(Cl)c21 (stereo not drawn)	3	8
80	CCOC(=O)N(C)c1c(CC)nc2c(OCc3ccccc3C)cccn12	-5	-5
81	Nn1cnc2c(ncn2C2OC(CO)C(O)C2O)c1=O (stereo not drawn)	4	-2
82	COc1cccc(CN2CCC(C(=O)NC(c3ccc4c(c3)OCO4)c3ccccn3)CC2)c1 (stereo not drawn)	0	17
83	CC1(Cc2ccc(Cl)cc2)C(=O)Nc2c(Cl)cccc21 (stereo not drawn)	-1	17
84	C(=NNc1ccc2ccccc2n1)c1ccccn1	-3	-6
85	CCOc1ccc(CCN2C(=O)C(=O)N([C@@H](Cc3ccc(O)cc3)CN3CCC[C@H]3CN3C(=O)C(=O)NC[C@@H]3Cc3ccc(O)cc3)C[C@@H]2Cc2ccc(O)cc2)cc1	-1	17
86	COC(=O)C1=CN(c2ccc(N3CCOCC3)cc2)C(N)=C(C#N)C1c1cccc(F)c1 (stereo not drawn)	9	-68
87	O=C(NCCN1CCC(n2c(=O)[nH]c3ccccc32)CC1)c1ccc(F)cc1	3	17
88	CCOc1ccc(-c2noc(-c3csc([C@@H]4C[C@H](O)[C@@H](CO)O4)n3)n2)cc1	-1	5
89	CCc1nc2ccc(C(=O)N(C)CCN(C)C)cn2c1N(C)Cc1cc2ccccc2s1	-5	-4
90	O=C(C(=Cc1ccc(O)cc1)c1ccccc1)c1ccccc1	-2	13
91	CCNC(=O)C1(C)CCCN(Cc2ccc(-c3ccccn3)cc2)C1 (stereo not drawn)	3	10
92	CC1(C(=O)NCc2ccc3c(c2)OCO3)CCN1CCc1ccccc1 (stereo not drawn)	0	19
93	OC(c1ccc(F)c(F)c1)c1nc(-c2cccc(F)c2)cs1 (stereo not drawn)	4	6
94	CC1=C(C(=O)N2CCCCCC2)CC(CC(=O)NCCN2CCOCC2)C(=O)N1Cc1ccc(F)cc1 (stereo not drawn)	-2	4
95	CSCCC(C(=O)NC(C)(C)C)n1c(-c2cccc(NC(C)=O)c2)nc2ccccc21 (stereo not drawn)	-3	-100
96	Cc1cc2nc(-c3ccc(Cl)cc3)c(Cc3cccc(Cl)c3)n2c(C)c1Br	0	-7
97	O=C(c1[nH]c(C(F)(F)F)nc1-c1ccccc1)N1CCC(C(O)(c2ccccc2)c2ccccc2)CC1	-1	11
98	COC(=O)C[C@H]1C=C[C@H](NC(=O)c2ccccn2)[C@@H](CO)O1	0	15
99	COc1ccc(Br)c(Cn2c(C)c(C(=O)NCc3ccc(F)cc3)sc2=O)c1	-1	6
100	COc1cc(C(=O)N2C[C@H]3CON(C)[C@H]3C[C@H]2c2ccc(N3CCCCC3)cc2)cc(OC)c1OC	2	20

Assay outcomes as filed in PubChem.

Not all compounds are listed, so the mix of outcomes need not match the whole.
